Scp1 inh: Scp-1 (human) phosphatase inhibition. Recombinant Scp1, phosphopeptide, malachite green phosphate absorbance. inhibition, % at 20 µM. hit rate 0.88% among 340,000. AID 493091;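 active means inhibition above about 50% at 20 µM, limit read from the data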;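 further: plate controls were DMSO wells with enzyme for no effect and wells lacking enzyme for full effect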
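Test system: SCP-1 phosphatase catalytic domain, residues 76-261 | Compound dosing: One concentration, 20 µM, with 1.0% DMSO | Schedule: 45 min room-temperature reaction, 5 min colour, 30 min stabiliser | Detection: Absorbance at 630 nm | Read-out basis: % inhibition of SCP-1 phosphate liberation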
SUMO1-SIM PPI: SUMO1-SIM interaction modulation; P63165; SUMO1 binding to a labelled peptide, TR-FRET, 1 h; inhibition, % at 20 µM; hit rate 0.33% among 360,000; in the data active means inhibition above about 37%
DNMT1 inh: inhibitors of human DNMT1; AID 588458; P26358; hit rate 0.83% among 360,000; DNMT1 molecular beacon, Hinp1I cleavage, fluorescence; inhibition (reported as % activation of signal), % at 10 µM; in the data active means inhibition above about 50%
Target sequence (P26358 504-1616 limits assumed): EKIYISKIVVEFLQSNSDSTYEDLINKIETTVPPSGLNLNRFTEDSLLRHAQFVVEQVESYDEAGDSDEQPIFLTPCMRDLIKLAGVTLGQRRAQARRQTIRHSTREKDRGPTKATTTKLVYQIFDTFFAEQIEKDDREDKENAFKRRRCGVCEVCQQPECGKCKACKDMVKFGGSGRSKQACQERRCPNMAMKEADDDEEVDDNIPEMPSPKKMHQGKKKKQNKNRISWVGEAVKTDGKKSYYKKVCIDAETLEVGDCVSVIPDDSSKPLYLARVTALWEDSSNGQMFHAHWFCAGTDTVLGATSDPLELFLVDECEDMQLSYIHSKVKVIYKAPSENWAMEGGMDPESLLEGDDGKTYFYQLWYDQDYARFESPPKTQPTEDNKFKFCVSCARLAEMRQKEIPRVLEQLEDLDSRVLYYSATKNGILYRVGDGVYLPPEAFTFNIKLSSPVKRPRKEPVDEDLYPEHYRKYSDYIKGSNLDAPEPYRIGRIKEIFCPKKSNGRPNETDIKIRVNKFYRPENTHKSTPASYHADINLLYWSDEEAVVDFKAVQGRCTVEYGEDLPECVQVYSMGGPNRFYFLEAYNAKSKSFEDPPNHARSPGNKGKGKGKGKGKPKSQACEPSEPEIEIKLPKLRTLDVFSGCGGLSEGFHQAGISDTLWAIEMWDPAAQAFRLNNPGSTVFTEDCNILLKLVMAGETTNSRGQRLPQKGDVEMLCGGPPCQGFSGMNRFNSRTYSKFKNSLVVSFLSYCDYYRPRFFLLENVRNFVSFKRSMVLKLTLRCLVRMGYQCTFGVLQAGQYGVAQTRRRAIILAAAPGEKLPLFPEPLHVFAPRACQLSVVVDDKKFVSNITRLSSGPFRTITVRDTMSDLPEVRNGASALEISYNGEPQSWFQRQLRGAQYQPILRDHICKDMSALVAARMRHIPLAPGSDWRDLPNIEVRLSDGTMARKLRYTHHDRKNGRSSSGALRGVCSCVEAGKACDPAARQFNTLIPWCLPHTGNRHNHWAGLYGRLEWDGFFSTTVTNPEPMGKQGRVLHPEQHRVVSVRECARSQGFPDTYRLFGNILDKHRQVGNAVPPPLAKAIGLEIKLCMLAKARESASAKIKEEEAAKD
MT1-MMP act inh: inhibitors of human MT1-MMP activation; P50281; HT1080 RFP-PRO-GFP cells, GFP/RFP ratio fluorescence, overnight; percent of plate control window, DMSO zero; GFP/RFP ratio change, % at 20 µM; hit rate 0.061% among 360,000; AID 651647;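 active means GFP/RFP ratio change of at least 30% with cell ATP level not reduced by more than half and red fluorescence within 50% of control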; further: strong numbers were not always called active
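Test system: HT1080 cells expressing an RFP-PRO-GFP fluorescent reporter construct / Compound dosing: single-point 20 µM compound, 1% DMSO / Schedule: cells overnight before dosing, compound overnight, 37 °C, 5% CO2 / Evaluation: GFP/RFP fluorescence ratio / Control set: DMSO and RFP-L50D-GFP cell wells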
LMPTP inh: LMPTP (human) inhibition. P24666. recombinant LMPTP-A, OMFP fluorogenic substrate, fluorescence intensity. inhibition, % at 20 µM. hit rate 0.22% among 360,000. AID 651560;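 active means compounds that cut the enzyme signal by at least half of the control window in the single-dose screen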;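 further: plate controls were DMSO wells with enzyme plus substrate for no effect and substrate without enzyme for full effect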
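Test system – LMPTP-A phosphatase enzyme · Quantity – 0.625 nM LMPTP-A final · Reagent – OMFP substrate, 400 µM final · Dosing – one test concentration per compound, 20 µM, with 3% DMSO overall · Timing – 50 min enzyme reaction at room temperature, protected from light · Detection – fluorescence intensity · Controls – substrate-only low control, DMSO enzyme-plus-substrate high control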
CendR NRP1 mod: NRP-1/CendR interaction modulation. FAM-RPARPAR peptide binding to NRP-1, fluorescence polarization. AID 602438. O14786. hit rate 0.85% among 360,000. inhibition, % at 25 µM;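 active means inhibition or corrected inhibition above about 18%, plus a signal ratio from 0.5 to 1.5, limit read from the data, passing the limit was not always enough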; further: strong numbers were not always called active
SKN-1 inh: inhibitors of C. elegans SKN-1; hit rate 0.49% among 360,000; C. elegans VP596 Pgst-4::GFP/RFP ratio, acrylamide-induced, 24 h; inhibition, % at 21.8 µM;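 active means interference check ratio from 0.5 to 1.5 plus GFP to RFP signal ratio inhibition reaching or exceeding a fixed threshold, cut at about 30% in these data, passing the limit was not always enough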; further: some compounds called inactive have numbers as strong as hits
NadD inh: blocks S. aureus nicotinate mononucleotide adenylyltransferase. AID 602399. purified NadD enzyme, colorimetric absorbance read-out. inhibition, % at 20 µM. hit rate 0.78% among 360,000; in the data active means inhibition above about 26%; further: some compounds past the cut are filed as inactive
STEP inh: blocks human striatal-enriched tyrosine phosphatase | AID 588621 | P54829 | hit rate 0.25% among 360,000 | inhibition, % at 20 µM | recombinant STEP, OMFP fluorogenic substrate, fluorescence;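 active means inhibition at 20 µM, scaled per plate between control wells, above about 37%, limit read from the data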;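 further: 0% = DMSO with enzyme and substrate and 100% = substrate only without enzyme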
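System: STEP phosphatase, cell-free reaction; Buffer or medium: Bis-Tris pH 6.0 buffer with DTT, detergent; Incubation: 20 min at room temperature, dark; Measured by: fluorescence, 480/540 nm.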
Rpn11 inh: Rpn11 (human) deubiquitinase inhibition. hit rate 0.59% among 360,000. human 26S proteasome, Ub4-pepOG fluorescence polarization; 20S core pre-blocked with epoxomicin. AID 588493. calls only at 20 µM;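 active means inhibition at 20 µM, scaled to each plate's controls, above about 33%, limit read from the data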
The depositor's hits bear a star; i = inactive; . = no result given.

Below each compound – Scp1 inh, SUMO1-SIM PPI, DNMT1 inh, MT1-MMP act inh, LMPTP inh, CendR NRP1 mod, SKN-1 inh, NadD inh, STEP inh, Rpn11 inh
1) CCOC(=O)Nc1ccc(OC(=O)Oc2ccc(NC(=O)OCC)cc2)cc1
→ -10, 1, 2, -1, 0.6, 4, 14, 3, -1, i
2) O=C(CSc1nnc(-c2ccccc2)n1-c1ccccc1)c1cccs1
→ 3, 2, -1, -5, 0.0, -1, 10, 6, -2, i
3) COc1cc(C2C3=C(CCCC3=O)Nc3[nH]n(-c4ccccc4)c(=O)c32)ccc1O (configuration not stated)
→ 0, -5, -1, -2, -0.6, 12, 8, 4, -1, i
4) O=C(NC1CCOC1=O)c1ccccc1 (configuration not stated)
→ -1, 2, -1, -1, -0.9, 11, 0, 3, -4, i
5) Cc1cc(C)c(S(C)(=O)=O)c(S(=O)(=O)c2ccc(Cl)cc2)n1
→ -13, -2, 2, -1, -3.5, 9, -7, -2, -4, i
6) COc1cccc(NC(=O)CN(C)C(=O)CCC(=O)c2cc(C)sc2C)c1
→ -5, 2, -1, 5, -0.4, 9, -9, -5, 5, i
7) CCNc1nc(NC(C)C)nc(NS(=O)(=O)c2ccc(C)cc2)n1
→ 0, 1, 1, 0, 0.5, 6, 9, 5, 1, i
8) O=C1C=C(N(CCO)CCO)C2(CCCCC2)O1
→ -5, -4, 0, -2, -0.7, 2, -2, 2, -2, i
9) COC(=O)[C@]1(C)N[C@H](CN(C)C(=O)c2ccccc2)[C@@H]2C(=O)N(C)C(=O)[C@@H]21
→ -2, 0, 3, 3, -0.7, -8, -8, 1, -3, i
10) CC(C)C[C@H]1CN(CCCC[C@@H]2CNC(=O)C(=O)N2Cc2ccccc2)C(=O)C(=O)N1Cc1ccccc1
→ ., 0, ., 3, -1.2, -6, -3, 12, ., .
11) O=C(CN(C(=O)c1csnn1)c1ccccc1Cl)NC1CCCCC1
→ -8, -3, -1, 1, -0.4, 6, -16, -4, 4, i
12) COC(=O)[C@]12CCCCC=C1N(Cc1ccc(Cl)cc1Cl)C(=O)[C@H](CC(=O)NCc1cccc3ccccc13)C2
→ ., 1, ., -3, 3.5, 16, 7, 16, ., .
13) O=C(NC1CCCCC1)C(c1ccc2ncccc2c1)N(Cc1ccccc1)C(=O)c1cccs1 (configuration not stated)
→ 0, 1, -7, -18, 1.0, -2, 2, 8, 0, i
14) Cc1ccsc1C(=O)N/N=C/c1ccc2c(c1)OCO2
→ -5, -6, 1, 0, -0.4, 6, -1, 2, -2, i
15) COc1cc(C)c(C)cc1S(=O)(=O)n1c(C)nc2ccccc21
→ -5, -1, 0, -2, -0.6, -1, -13, -6, -1, i
16) CC(C)(C)c1ccc(/C=C/C(=O)Nc2ncccn2)cc1
→ -3, -8, 5, -3, -1.0, 8, -2, -5, -2, i
17) CC1CCc2sc3nc(N4CCN(CCO)CC4)n4ncnc4c3c2C1 (configuration not stated)
→ -1, 3, -4, -5, -1.0, 1, 23, -17, 5, i
18) c1ccc(CCc2nc(-c3ccc(-n4cccc4)cc3)no2)cc1
→ -12, 3, 2, -2, 1.6, 1, 2, 0, -2, i
19) O=C(NNC1=NCCCCC1)Nc1ccc(Cl)cc1
→ 7, 5, 2, -1, -2.9, -5, 11, -2, -1, i
20) COc1cccc2c1OCC/C2=N\NC(=O)COc1ccccc1C
→ 3, -1, 8, -7, -1.4, 32*, -2, 0, 1, i
21) COC(=O)c1cc(C#N)c(NCc2ccccc2)nc1C
→ -4, 0, -1, 0, -0.8, 11, -19, -6, -2, i
22) CCC(C)NC(=O)CSc1nnc(-c2cc(-c3cccs3)nc3ccccc23)o1 (configuration not stated)
→ -7, -1, 7, 1, -0.4, 0, 0, -3, -7, i
23) COc1cc(CNCc2ccc(C(=O)O)cc2)ccc1OCc1ccc(F)cc1
→ 10, -2, -1, 0, 1.1, 6, 3, 2, 0, i
24) CCc1nccn1S(=O)(=O)c1ccccc1[N+](=O)[O-]
→ -11, 3, 1, 3, -2.3, -5, 12, 8, -1, i
25) Cc1cc(C)c2nc(N3CCC(C(=O)NCCCN4CCCC4=O)CC3)sc2c1
→ -9, 1, 1, 2, -0.7, 6, -23, 5, -2, i
26) C=CCn1c(SCc2csc(-c3ccc(Cl)cc3)n2)nnc1-c1ccccc1OC
→ 13, -2, -6, 0, 1.7, -4, 12, 2, 3, i
27) O=C(NCc1ccccn1)C(=O)NCC(c1ccco1)N1CCN(c2ccc(F)cc2)CC1 (configuration not stated)
→ -6, 0, -1, 6, -2.3, 2, -5, 0, 2, i
28) CCOc1ccc(-n2c(SC(C)C(=O)OC)nc3c(c2=O)SCC3)cc1 (configuration not stated)
→ -15, -24, 2, 6, -1.1, -5, 10, 2, -4, i
29) Cc1ccc(SCC(=O)Nc2nncs2)cc1
→ -3, 6, -1, 2, -0.4, 13, -10, 0, -2, i
30) CC(C)(C)c1ccc(S(=O)(=O)NCC(=O)N2CCN(Cc3ccccc3)CC2)cc1
→ -4, -1, 0, 1, 1.6, 9, 1, 3, -1, i
31) Clc1ccc(OCc2nc(-c3ccncc3)no2)cc1
→ -7, -2, 2, 5, -1.1, -16, 31, 2, 2, i
32) COc1ccc(N(CC(=O)NCc2ccc(Cl)cc2)S(=O)(=O)c2c(C)n[nH]c2C)cc1
→ -5, 2, -2, -5, -1.1, 7, -8, -10, -2, i
33) CN1CCN(C(=O)c2ccc3c(c2)S(=O)(=O)c2ccccc2C3=O)CC1
→ -1, -39, 1, 1, 1.0, 2, 5, -2, 2, i
34) CCOC(=O)C1CCCN(Cc2nc(N)nc(Nc3ccccc3OC)n2)C1 (configuration not stated)
→ 3, 5, 0, 0, -2.3, -12, -2, -3, 1, i
35) O=[N+]([O-])c1ccccc1S(=O)(=O)Nc1ccc(-c2ccc(N3CCOCC3)nn2)cc1
→ 7, -2, -3, 3, 0.6, -4, 9, 1, 0, i
36) O=C(c1cc(Br)c(Br)s1)N1CCN(C/C=C/c2ccccc2)CC1
→ -1, -2, -7, 0, 3.8, 13, 8, -5, 0, i
37) COc1cccc(NC(=S)NC(=O)/C=C/c2ccco2)c1
→ -5, 16, 32, -8, 12, -59, 6, 15, 0, i
38) COc1ccc(CNC(=O)CCCn2ncn3c(cc4occc43)c2=O)cc1
→ -7, -4, 1, 0, 0.5, 17, -21, 3, 1, i
39) CCOc1ncccc1C(=O)Nc1cc(C(F)(F)F)ccc1N1CCOCC1
→ 15, 1, 3, 12, 0.0, 3, -4, 1, -2, i
40) COc1cccc2sc(N(CCN(C)C)C(=O)/C=C/c3cccs3)nc12
→ 2, -18, 3, -2, 0.6, -8, 8, -2, 5, i

Ordered by value in DNMT1 inh (high to low): some entries from above
cpd	Structure	DNMT1 inh
20	COc1cccc2c1OCC/C2=N\NC(=O)COc1ccccc1C	8
18	c1ccc(CCc2nc(-c3ccc(-n4cccc4)cc3)no2)cc1	2
25	Cc1cc(C)c2nc(N3CCC(C(=O)NCCCN4CCCC4=O)CC3)sc2c1	1
30	CC(C)(C)c1ccc(S(=O)(=O)NCC(=O)N2CCN(Cc3ccccc3)CC2)cc1	0
17	CC1CCc2sc3nc(N4CCN(CCO)CC4)n4ncnc4c3c2C1 (configuration not stated)	-4

New compounds follow
Below each compound – Scp1 inh, SUMO1-SIM PPI, DNMT1 inh, MT1-MMP act inh, LMPTP inh, CendR NRP1 mod, SKN-1 inh, NadD inh, STEP inh, Rpn11 inh
41) CCCN(CCC)C(=O)c1ccc2c(c1)OCO2
→ -12, -1, 4, -4, -1.6, 15, 6, 6, -3, i
42) COc1ccc(/C=N/NC(=O)c2ccccc2O)cc1Cn1cc([N+](=O)[O-])cn1
→ -7, -13, 1, 2, 2.1, -11, -1, 7, -3, i
43) O=C(N/C(=C/c1cccc([N+](=O)[O-])c1)C(=O)N1CCOCC1)c1ccccc1Br
→ -5, -25, 1, 0, -0.2, -7, 4, 2, 0, i
44) CCOC(=O)c1ccccc1NC(=O)/C=C/c1cc(OC)c(OC)c(OC)c1
→ 1, 43*, -8, 1, -0.5, -9, -12, -14, -2, i
45) S=C(NCCc1ccccc1)Nc1ccc(Nc2ccccc2)cc1
→ 3, 5, -4, 8, 0.1, 14, -4, -4, 1, i
46) O=C1c2ccccc2C(=O)N1c1ccc(Br)c2cccnc12
→ -8, -13, 4, 6, -1.1, 7, 8, -3, -2, i
47) CN(C(=O)c1ccncc1)C1CCCCC1
→ -6, 0, 1, -3, -3.1, -11, -12, -6, -2, i
48) Cc1ccc(OC(=O)CCC(=O)Nc2ccc(C(N)=O)cc2)cc1
→ 0, 1, -1, 2, 0.8, 9, -19, -8, -1, i
49) CCC(C)C(=O)N1c2ccccc2C(=C2SC(C(=O)OC)=C(C(=O)OC)S2)C(=S)C1(C)C (configuration not stated)
→ 14, -26, -26, 11, 6.7, 5, 2, 8, 9, i
50) O=C(c1sc(N2CCOCC2)nc1-c1ccccc1)N1CCCCC1
→ 2, -1, -1, 1, 0.1, -3, 5, 2, -2, i
51) Clc1ncccc1-c1nc2ccccc2s1
→ -1, -4, 1, -2, 2.5, 0, 13, -4, 2, i
52) CCOc1ccc(OCC)c(S(=O)(=O)NC2CC(C)(C)NC(C)(C)C2)c1
→ 9, 0, 2, 4, -1.9, 4, -8, -8, -3, i
53) CCOC(=O)Cc1csc(SCC(=O)/C(C#N)=C(\C)N)n1
→ 19, -1, -2, 6, -1.0, -15, -4, -7, -3, i
54) O=C(c1ccc(Cl)cc1)N(Cc1ccco1)C1CCS(=O)(=O)C1 (configuration not stated)
→ -6, -3, 0, 1, 0.7, -8, 8, 4, -1, i

Some of the entries so far, with each value named.
47	CN(C(=O)c1ccncc1)C1CCCCC1
  Scp1 inh: -6 | SUMO1-SIM PPI: 0 | DNMT1 inh: 1 | MT1-MMP act inh: -3 | LMPTP inh: -3.1 | CendR NRP1 mod: -11 | SKN-1 inh: -12 | NadD inh: -6 | STEP inh: -2 | Rpn11 inh: i
44	CCOC(=O)c1ccccc1NC(=O)/C=C/c1cc(OC)c(OC)c(OC)c1
  Scp1 inh: 1 | SUMO1-SIM PPI: 43* | DNMT1 inh: -8 | MT1-MMP act inh: 1 | LMPTP inh: -0.5 | CendR NRP1 mod: -9 | SKN-1 inh: -12 | NadD inh: -14 | STEP inh: -2 | Rpn11 inh: i

From PubChem
